Dynein transport – blocks dynein driven cargo transport along microtubules; 3617.4 mouse cells, GR-EGFP nuclear translocation imaging; test concentration mostly 20 µM; stimulated with dexamethasone, 1 µM; active compounds read low; z-score, hits read low; 220,000 tested, 0.47% active; AID 1381;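 active = plate z-score of nuclear minus cytoplasmic receptor signal below a set negative limit, without overly bright fluorescence or cell loss, cut at about -3.5 in these data, passing the limit was not always enough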;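 note: z-score of nuclear minus cytoplasmic ring GR-EGFP intensity difference per well; some compounds called inactive have numbers as strong as hits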
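Buffer or medium: tet-free, stripped-serum medium; reagent: dexamethasone at 1.0 µM final, 30 min; incubation: 48 h induction, 1 h compound, 30 min dex at 37 °C; measured by: formaldehyde fixation, Hoechst nuclear stain, 10x automated fluorescence imaging; read-out: nuclear-to-cytoplasmic GR-EGFP distribution per well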
HIV peptide binding – inhibitors of HIV fusion peptide binding, primary screen, biochemical, uHTS, fluorescence dequenching (AID 1986); inhibition, % at 20 µM; hits with a dose series show IC50 in µM; 290,000 tested, 0.3% active; cell-free peptide binding, fluorescence dequenching, 30 min; higher % means a stronger effect; in the data active = inhibition mostly above about 52%, no sharp cut-off; inactive = mostly below about 76%; note: some results filed as inactive read as strong as hits
MT stabilize HCS – stabilizes microtubules in HeLa cells; HeLa tubulin immunostaining HCS, 24 h; share of cells brighter than vehicle mean+2SD; % tubulin-high responders, % at 10 µM; 200,000 tested, 0.83% active; AID 2205;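 active = plate Z-score above 3 for both tubulin-high and condensed-nucleus cell shares, with cell loss under 80%, at 10 µM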;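 note: anti alpha tubulin signal scored within the nucleus-defined area of each cell; some results filed as inactive read as strong as hits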
Ins promoter up – MIN6 insulin promoter up-regulation; MIN6 insulin promoter-GFP reporter, high-content imaging; active compounds read high; z-score at 5 µM; 190,000 tested, 0.3% active;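 active = z-score above 3 at 5 µM with at least 500 cells counted in the well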
Yfh1-depleted yeast – mitochondrial function rescue without frataxin homolog – Friedreich's ataxia, plus single-dose screen, dose response (AID 1465); S. cerevisiae Yfh1-off respiration, WST-1 reduction, 72 h; higher fold induction means a stronger effect; fold induction at 50 µM, or EC50 in µM where a hit was titrated; 220,000 tested, 0.074% active;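 active = fold induction of absorbance versus untreated yeast above a set limit, then at least 30% activation at any dose in follow-up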;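 note: activators that raise dye reduction in frataxin-depleted yeast; strong numbers were not always called active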
WT yeast gro inh – growth inhibition of WT yeast, mitochondrial fusion screen; mitochondrial fusion phenotypic screen, WT strain; inhibition, % at 10 µM; 190,000 tested, 2.1% active; in the data active = inhibition above about 58%; tested in S. cerevisiae
Autophagy HCS – autophagy modulation, high-content screen | 190,000 tested, 0.98% active | calls only at 10 µM (by protocol) | MEF GFP-LC3 puncta imaging; test concentration mostly 10 µM | AID 463193;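 active = percentage of spot-positive cells more than 3 SD above its plate mean, without a fluorescence outlier flag or 80% toxicity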;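 note: spot-positive cell cutoff set from DMSO-treated cells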
bCat nuc transl – alters nuclear translocation of beta-catenin in HeLa cells. immunofluorescence imaging. nuclear translocation activity, % at 5 µM. 190,000 tested, 0.3% active. AID 1665;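 active = nuclear translocation activity above 50% at 5 µM, with a well cell count of 50 or more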;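 note: per-cell ratio of nuclear to cytoplasmic median beta-catenin stain intensity; plate controls were DMSO negative control for no effect and GSK-3 inhibitor IX positive control for full effect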
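Test system: human HeLa cell line; Doses: 5 µM primary, 0.02–20 µM confirmation; Incubation: 24 h compound exposure, 37°C; Detection: beta-catenin immunofluorescence imaging with DAPI; Read-out: beta-catenin nuclear/cytoplasmic ratio, % activation.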
AID2073 – disruptors of CaV2.2 binding to Mint1 – biochemical, HTRF (AID 2073). 290,000 tested, 0.19% active. inhibition, % at 20 µM; hits with a dose series show IC50 in µM. HTRF protein-protein interaction, Mint1-CaV2.2; higher % means a stronger effect; in the data active = inhibition mostly above about 51%, no sharp cut-off; note: some results filed as inactive read as strong as hits
WT yeast gro inh mutant strain – also measured in WT yeast gro inh; calls as there; inhibition, %; mitochondrial fusion phenotypic screen, mutant strain inhibition
Dynein transport cytoplasmic EGFP – further read-out of Dynein transport, marked with its call; z-score; measured here: cytoplasmic GR-EGFP intensity; active compounds read high
Dynein transport nuclear GR-EGFP – also measured in Dynein transport; calls as there; z-score; measured here: nuclear GR-EGFP intensity;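 lower value marks the stronger effect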
Dynein transport cell count – also measured in Dynein transport; calls as there; z-score; measured here: cell count per field
Ins promoter up cell count – second read-out of Ins promoter up, no call of its own (marks repeat the call); cell count; measured here: cytotoxicity, nuclei count;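 total cells summed across four imaged fields per well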
bCat nuc transl cell count 5 µM – recorded beside bCat nuc transl, whose call it bears; cell count; measured here: cell count, cytotoxicity flag
MT stabilize HCS Hoechst-high % – also measured in MT stabilize HCS; calls as there; % Hoechst-high responders; measured here: nuclear condensation Hoechst responders;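 share of cells brighter than vehicle mean plus two SD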
MT stabilize HCS cytotoxicity % – further read-out of MT stabilize HCS, marked with its call; toxicity, %; measured here: cytotoxicity by cell density;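 0% = mean cell density of plate MIN control wells and 100% = no cells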
Autophagy HCS cell loss 18 h – further read-out of Autophagy HCS, marked with its call; toxicity, %; measured here: cell loss, nuclei count;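 cell loss after 18 h compound exposure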
The depositor's hits bear a star; i = inactive; x = not tested or not shown; + = active, no number.

SMILES	Dynein transport	Dynein transport cytoplasmic EGFP	Dynein transport nuclear GR-EGFP	Dynein transport cell count	HIV peptide binding	MT stabilize HCS	MT stabilize HCS Hoechst-high %	MT stabilize HCS cytotoxicity %	Ins promoter up	Ins promoter up cell count	Yfh1-depleted yeast	WT yeast gro inh	WT yeast gro inh mutant strain	Autophagy HCS	Autophagy HCS cell loss 18 h	bCat nuc transl	bCat nuc transl cell count 5 µM	AID2073
CCNC(=O)Nc1nc2ccccc2s1	-0.74	-0.329	-0.722	-0.178	0.8%	2.1	2.5	4.6	0.06	1173	i	-1.4	0.2	i	-3.9	0.4	1067	0.7%
COc1cccc(C(=O)NCc2cccnc2)c1	0.369	-0.18	0.312	-0.35	-0.9%	2.7	2.8	2.8	1.76	1115	i	-8.2	-10.4	i	-1.9	-4.7	1113	2.1%
Clc1ccc(-c2nnc(NCc3ccccc3)c3ccccc23)cc1	1.83	-0.108	0.544	-0.127	0.1%	2.7	2.6	4.8	-0.24	1503	i	73.4*	62.7*	i	-6.1	0.8	981	-2.6%
C=CCNc1nc(-c2ccccc2)nc(-n2ccnc2)n1	0.221	-0.233	0.167	-0.12	-1.7%	8.7	3.4	8.1	-0.03	1329	i	67.3	69.5	i	12.7	-1.9	946	52.1%
O=C(CNC(=S)N(Cc1ccc(F)cc1)C1CCCCC1)NCCN1CCOCC1	-0.246	-0.186	-0.711	1.13	0.4%	4.0	2.6	12.4	-0.79	1418	i	-7.9	-8.2	i	-13.8	-3.0	1110	35.4%
CCC(=O)N/C(=N\OCc1ccc(F)cc1)c1nonc1NC(=O)CC	-0.535	-0.0653	-0.0223	-0.0492	-0.3%	2.3	2.4	7.2	x	x	i	-4.9	-1.3	i	18.1	x	x	20.0%
COCCn1nnnc1C(c1cc2cc(C)ccc2[nH]c1=O)N1CCCCCC1 (stereo not drawn)	0.207	-0.221	-0.145	0.272	-3.4%	1.2	1.2	5.8	0.32	933	i	10.4	32.6	i	3.3	-6.5	947	-14.3%
O=C1OCCC/C1=C\c1ccc2c(c1)OCO2	-0.482	-0.271	0.235	0.147	23.5%	x	x	x	0.49	1044	i	x	x	x	x	-1.1	1329	15.9%
CCN(CC)CCN1C(=O)C(O)=C(C(=O)c2cccs2)C1c1ccccn1 (stereo not drawn)	-0.456	-0.192	-0.253	0.674	-1.1%	3.0	2.3	6.2	1.08	813	i	-6.3	9.1	i	0.1	x	x	-3.0%
O=C(NC1CCc2ccccc21)C12CN(Cc3ccccc3)CC1C(c1cccc([N+](=O)[O-])c1)=NO2 (stereo not drawn)	0.824	-0.188	0.673	-0.461	-0.2%	3.7	2.3	1.1	-0.63	1647	i	12.5	6.5	i	12.8	-2.5	1092	12.0%
Fc1ccccc1-c1nc(-c2ccccc2)no1	1.07	-0.165	0.874	0.737	2.8%	1.7	2.6	11.9	0.31	1246	i	12.1	5.1	i	-7.1	-3.9	1213	11.9%
COc1cccc(-c2cc(C(F)(F)F)nc(N3CCC(C)CC3)n2)c1	-0.94	-0.151	-0.395	0.58	3.8%	2.8	2.6	2.7	-0.42	1598	i	-2.3	3.0	i	10.6	-0.3	1310	17.5%
O=C(CCNC(=O)Cn1ccc2ccccc2c1=O)NCc1ccccn1	0.707	-0.314	0.861	-0.0192	3.9%	3.6	3.1	7.6	0.26	1170	i	-5.7	1.8	i	-4.5	-0.5	1071	2.9%
CC(C)Cn1c(SCc2nc3ccccc3c(=O)[nH]2)nc2ccccc2c1=O	1.03	-0.214	0.113	-1.07	-1.3%	1.9	1.5	6.2	0.41	1595	i	-16.9	4.4	i	6.1	0.8	1304	-4.2%
CC(C)C(NC(=O)c1ccccc1Br)c1ccccc1 (stereo not drawn)	0.413	-0.254	0.898	-1.15	-2.2%	3.3	3.2	7.5	0.63	1694	i	6.4	6.8	i	14.6	-5.5	1129	-6.6%
O=C(O)/C(=C1/OC(=O)c2ccccc21)c1ccccc1	-0.325	-0.345	0.123	0.1	-1.4%	3.3	2.2	9.9	0.79	1212	i	10.3	17.1	i	-13.6	-2.4	968	0.7%
COc1cccc(Cn2c(=O)ccc3ccccc32)c1	0.0474	-0.335	0.286	-0.217	-1.0%	6.7	2.3	4.7	-0.07	1278	i	-12.4	4.1	i	3.8	-0.1	1037	24.0%
CCc1ccc(OCC(=O)NNC(=O)Cc2cccs2)cc1	-0.796	-0.264	-0.209	0.854	-0.2%	5.0	2.3	6.9	-0.36	1675	i	-1.6	-12.9	i	3.2	2.6	1065	26.2%
CCCCOC(=O)c1cc(Cl)c(O)c(OC)c1	1.48	-0.28	0.656	-0.401	-1.6%	x	x	x	0.27	1456	i	x	x	x	x	-0.8	1120	12.2%
COc1ccc(C(=O)NNC(=O)CSc2nc3c(c(=O)n(C)c(=O)n3C)n2C)cc1	0.506	-0.325	0.492	-0.369	-0.5%	2.1	1.6	7.2	-0.67	1569	i	-17.4	6.6	i	3.6	-2.0	1087	2.3%
O=C(CCNS(=O)(=O)c1cccc2nsnc12)N1CCc2ccccc21	-0.195	-0.206	-0.0908	2.56	-3.1%	4.0	3.3	13.9	-0.56	1049	i	18.0	-7.1	i	0.6	x	x	-0.3%
CCn1c(SCC(=O)Nc2ccccc2F)nc2c(c1=O)SC(C)C2 (stereo not drawn)	0.748	-0.28	0.544	-0.863	-0.5%	1.5	1.9	6.5	-1.45	1015	i	12.0	2.2	i	-4.2	2.2	1103	0.4%
O=C1OCCC1Sc1ncnc2sc3c(c12)CCC3 (stereo not drawn)	-0.504	-0.264	-0.042	-0.467	0.6%	1.9	2.6	11.8	0.12	1110	i	46.4	24.1	i	-1.8	0.0	1144	8.2%
O=C(CSc1nnc2ccc(-c3ccncc3)nn12)N1CCCCC1	1.41	-0.348	0.194	-0.484	-0.1%	5.0	1.4	14.2	0.34	1289	i	5.4	13.8	i	11.2	-1.4	1128	8.7%
CN=c1scc(-c2ccccc2Br)n1/N=C/c1ccc[nH]1	0.298	-0.271	0.447	0.149	3.1%	6.8	1.9	1.9	-0.02	1277	i	72.6*	52.1*	i	20.9	-0.7	1088	-1.9%
O=C(CCN1C(=O)c2ccc([N+](=O)[O-])cc2C1=O)Nc1nccs1	-0.494	-0.225	-0.731	1.11	-0.3%	0.9	1.5	6.6	0.42	1216	i	8.1	0.2	+	-8.3*	1.3	1122	-7.9%
CC(=O)Cc1nsc(NC(=O)c2c(-c3ccccc3Cl)noc2C)n1	2.04	-0.144	0.842	-0.76	3.0%	3.2	1.1	4.6	-0.32	1276	i	8.2	-0.2	i	-0.2	-0.9	1204	8.2%
O=C(CSc1nc(-c2ccc(F)cc2)cs1)Nc1ccccn1	0.33	-0.244	0.288	0.125	-0.3%	2.3	3.2	16.1	0.17	1327	i	-7.0	1.2	i	-12.0	0.2	898	14.0%
CCc1nnc(NC(=O)CSc2nnc(Cc3cccn3C)n2C)s1	0.485	-0.0889	0.602	-0.488	-4.4%	5.3	2.4	4.4	2.31	933	i	2.5	5.3	i	6.1	x	x	-5.2%
CC(C)Nc1nc(Oc2ccc(Cl)cc2)cc(C(F)(F)F)n1	1.97	-0.227	0.383	-1.19	2.8%	1.4	1.1	0.5	-0.02	1683	i	30.4	0.3	i	-5.8	-0.7	1346	-12.4%
CCOC(=O)CSc1nc2cc(C(=O)N3CCC(C(N)=O)CC3)ccc2c(=O)n1-c1ccccc1	2.88	-0.191	1.87	-2.25	-3.0%	3.3	1.5	5.3	2.24	1211	i	-6.3	0.6	i	-4.6	x	x	4.6%
Cc1ccc(C(=O)N2CC3(C(C)C)CN(C(=O)c4ccc(C)cc4)CC(C(C)C)(C2)C3=O)cc1	0.44	-0.0902	0.895	-0.261	-0.6%	2.1	0.9	3.4	x	x	x	-2.1	-20.1	i	6.7	-3.1	1235	12.3%
COc1ccc(C(=O)Nc2ccncc2)cc1OC	0.498	-0.266	0.973	0.721	2.8%	3.4	2.3	6.5	-0.32	1321	i	18.3	14.6	i	21.4	-2.5	1149	26.2%
Cc1c(Cl)cccc1NC(=S)N(CCN(C)C)C(C)c1ccco1 (stereo not drawn)	0.133	-0.193	1.01	-1.01	0.0%	x	x	x	-0.6	1033	i	x	x	x	x	1.2	1386	-20.9%
N/C(Cn1cncn1)=N\NC(=O)C(=O)Nc1ccccc1	0.939	-0.109	0.843	-1.42	-1.9%	3.6	2.4	5.7	0.41	1551	i	2.6	1.7	i	5.6	1.3	934	-6.7%
CCOC(=O)C1(CCOC)CCN(Cc2nc(-c3cccs3)oc2C)CC1	-0.689	-0.113	-0.213	0.654	1.9%	2.6	2.3	3.7	0.1	1437	i	11.8	6.0	i	-23.3	-0.9	1142	7.7%
CCC(=O)Nc1cccc(NC(=O)c2ccccc2Cl)c1	3.84	-0.246	1.7	-1.18	1.4%	3.6	0.7	1.9	0.19	1204	i	5.6	2.7	i	6.1	0.4	1036	1.0%
Cc1ccccc1OCC(=O)N/N=C/c1ccc(N(C)C)cc1	-0.574	-0.306	-0.0143	1.15	-2.4%	11.7	3.0	21.3	0.48	1253	i	-3.2	4.0	i	8.1	5.0	1016	-0.8%
COC(=O)c1cc(O)c(O)c(O)c1	-1.05	-0.287	-0.0984	0.911	11.0%	3.0	2.1	14.2	-0.33	1256	i	-4.0	-2.8	i	-11.1	x	x	-68.3%
CCn1c(CNc2ccc(Cl)cc2)nnc1SCC(=O)NCc1ccccc1	-0.183	-0.199	-0.0306	0.0521	1.2%	1.4	1.8	8.4	-0.27	1340	i	11.6	-2.1	i	-15.3	-2.7	1002	-3.2%
